Compound activity deposited in PubChem by several laboratories.
Neddyl block: blocks human cullin neddylation; 0.58% of 360,000 active; TR-FRET cullin neddylation, biochemical; AID 651699; calls only at 25 µM; in the data active means inhibition above about 36%
CendR NRP1 mod: NRP-1/CendR interaction modulation. 0.85% of 360,000 active. inhibition, % at 25 µM. FAM-RPARPAR peptide binding to NRP-1, fluorescence polarization. O14786. AID 602438;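 active means inhibition or corrected inhibition above about 18%, plus a signal ratio from 0.5 to 1.5, limit read from the data, passing the limit was not always enough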; further: strong numbers were not always called active
MT1-MMP act inh: MT1-MMP (human) activation inhibition. GFP/RFP ratio change, % at 20 µM. HT1080 RFP-PRO-GFP cells, GFP/RFP ratio fluorescence, overnight; percent of plate control window, DMSO zero. 0.061% of 360,000 active. P50281;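 active means GFP/RFP ratio change of at least 30% with cell ATP level not reduced by more than half and red fluorescence within 50% of control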; further: strong numbers were not always called active
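Assay system – RFP-PRO-GFP reporter HT1080 cells · Compound dosing – single dose of 20 µM compound, 1% DMSO final · Incubation – overnight compound exposure at 37 °C · Measure – GFP/RFP fluorescence ratio · Benchmarks – DMSO wells and RFP-L50D-GFP cells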
MsrA inh: inhibitors of bovine MsrA. 0.75% of 360,000 active. inhibition, % at 15.5 µM. AID 651718. purified bovine MsrA, absorbance read-out; in the data active means inhibition above about 4.5%;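 further: 0% = vehicle wells with enzyme and 100% = reference inhibitor wells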
FAS-TE inh: inhibitors of human fatty acid synthase thioesterase domain; P49327; recombinant FAS-TE, OMFH fluorogenic substrate, fluorescence endpoint; inhibition, % at 15 µM; 0.67% of 360,000 active; AID 602261;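 active means compounds whose normalised, plate-corrected inhibition of enzyme fluorescence in the single-dose primary screen is 50% or more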;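 further: 0% = DMSO with enzyme and 100% = substrate without enzyme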
bovine MsrA act: activates bovine MsrA enzyme; purified bovine MsrA, absorbance read-out; activation, % at 10.6 µM; 0.3% of 360,000 active; in the data active means activation above about 7.5%;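 further: 0% = vehicle and 100% = reference activator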
E coli Lon inh: E. coli protease La inhibition; purified E. coli Lon protease, fluorescence polarization; inhibition, % at 7.94 µM; 0.42% of 360,000 active; AID 602123; in the data active means inhibition above about 13%, passing the limit was not always enough;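 further: 0% = enzyme with probe and DMSO and 100% = no enzyme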
SKN-1 inh: inhibitors of C. elegans SKN-1. C. elegans VP596 Pgst-4::GFP/RFP ratio, acrylamide-induced, 24 h. inhibition, % at 21.8 µM. 0.49% of 360,000 active. AID 624304;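 active means interference check ratio from 0.5 to 1.5 plus GFP to RFP signal ratio inhibition reaching or exceeding a fixed threshold, cut at about 30% in these data, passing the limit was not always enough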; further: some compounds called inactive have numbers as strong as hits
Rin1-Abl PPI inh: inhibitors of human Rin1-Abl protein interaction | P00519+Q13671 | TR-FRET Rin1/Abl binding, biochemical | inhibition, % at 7.35 µM | 0.4% of 360,000 active | AID 588664; in the data active means inhibition above about 5%, passing the limit was not always enough
Target sequence (P00519 whole entry, looked up): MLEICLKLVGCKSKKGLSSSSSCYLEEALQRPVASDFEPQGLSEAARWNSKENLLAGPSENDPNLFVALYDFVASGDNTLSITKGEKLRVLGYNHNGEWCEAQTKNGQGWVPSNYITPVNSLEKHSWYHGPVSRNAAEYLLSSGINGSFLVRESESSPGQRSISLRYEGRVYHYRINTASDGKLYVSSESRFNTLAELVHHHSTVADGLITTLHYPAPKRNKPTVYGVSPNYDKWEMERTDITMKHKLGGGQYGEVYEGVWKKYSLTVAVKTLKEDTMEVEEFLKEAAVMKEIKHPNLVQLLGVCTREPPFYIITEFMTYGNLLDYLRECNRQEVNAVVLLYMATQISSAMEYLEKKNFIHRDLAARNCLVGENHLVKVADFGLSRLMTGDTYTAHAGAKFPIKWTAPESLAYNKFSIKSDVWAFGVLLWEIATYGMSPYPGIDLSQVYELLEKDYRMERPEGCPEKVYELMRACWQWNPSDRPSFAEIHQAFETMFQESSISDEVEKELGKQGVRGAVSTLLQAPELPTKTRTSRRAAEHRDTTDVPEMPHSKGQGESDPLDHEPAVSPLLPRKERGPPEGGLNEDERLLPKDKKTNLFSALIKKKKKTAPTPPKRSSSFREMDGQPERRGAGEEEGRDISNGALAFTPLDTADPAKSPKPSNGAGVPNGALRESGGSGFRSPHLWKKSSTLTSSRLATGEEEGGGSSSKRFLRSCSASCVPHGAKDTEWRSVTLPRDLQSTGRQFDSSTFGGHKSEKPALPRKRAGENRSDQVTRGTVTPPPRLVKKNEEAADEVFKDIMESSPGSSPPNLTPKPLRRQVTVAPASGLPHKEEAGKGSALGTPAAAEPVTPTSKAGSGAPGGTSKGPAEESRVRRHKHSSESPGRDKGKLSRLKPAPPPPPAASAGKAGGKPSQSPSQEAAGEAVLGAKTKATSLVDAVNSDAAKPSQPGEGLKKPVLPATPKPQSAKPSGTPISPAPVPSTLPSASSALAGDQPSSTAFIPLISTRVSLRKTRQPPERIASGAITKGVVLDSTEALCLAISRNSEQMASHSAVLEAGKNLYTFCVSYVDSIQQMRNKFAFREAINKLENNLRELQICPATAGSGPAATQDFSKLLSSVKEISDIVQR
Target sequence (Q13671 whole entry, looked up): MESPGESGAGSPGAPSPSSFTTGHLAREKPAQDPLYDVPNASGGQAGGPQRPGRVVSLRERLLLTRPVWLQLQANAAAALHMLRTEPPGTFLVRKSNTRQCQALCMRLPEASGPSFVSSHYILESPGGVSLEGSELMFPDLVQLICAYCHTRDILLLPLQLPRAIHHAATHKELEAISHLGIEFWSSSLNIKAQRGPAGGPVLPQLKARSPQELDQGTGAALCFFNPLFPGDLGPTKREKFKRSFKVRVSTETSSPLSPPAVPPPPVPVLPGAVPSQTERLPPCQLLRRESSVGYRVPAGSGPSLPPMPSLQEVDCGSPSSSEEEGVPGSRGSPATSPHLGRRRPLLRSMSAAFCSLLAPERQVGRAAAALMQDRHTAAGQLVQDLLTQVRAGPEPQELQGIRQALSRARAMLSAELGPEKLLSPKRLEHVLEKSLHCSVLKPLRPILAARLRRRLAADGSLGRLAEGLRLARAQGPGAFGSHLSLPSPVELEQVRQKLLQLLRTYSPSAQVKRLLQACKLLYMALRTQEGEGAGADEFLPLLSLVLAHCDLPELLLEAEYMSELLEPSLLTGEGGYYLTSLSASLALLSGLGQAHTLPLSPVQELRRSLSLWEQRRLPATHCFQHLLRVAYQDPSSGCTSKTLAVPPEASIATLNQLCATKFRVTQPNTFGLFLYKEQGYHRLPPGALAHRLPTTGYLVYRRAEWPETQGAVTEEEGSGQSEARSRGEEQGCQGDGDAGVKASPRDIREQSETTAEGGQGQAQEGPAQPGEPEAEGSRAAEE
Starred values were filed as active, the others as inactive; i = inactive; . = not tested or not shown.

SMILES | Neddyl block | CendR NRP1 mod | MT1-MMP act inh | MsrA inh | FAS-TE inh | bovine MsrA act | E coli Lon inh | SKN-1 inh | Rin1-Abl PPI inh
CCOC(=O)C1(C)CCN1C(=O)/C=C/c1ccccc1 (centres undefined) | i | 9 | 0 | 0.7 | -9 | -5 | 4 | 10 | 1
CCc1ccc(C(c2ccc(CC)cc2)C(Cl)Cl)cc1 | i | 3 | -2 | -0.3 | 38 | -3 | 4 | 8 | 0
O=C(COC(=O)CNS(=O)(=O)c1ccc(Br)cc1Cl)NC1CC1 | i | 5 | 0 | 1.3 | 2 | -2 | -1 | -16 | 2
CCCOc1ccc(C(=O)NNC(=S)NC(C)=O)cc1 | i | 0 | 3 | 0.3 | -8 | -2 | -14 | -10 | 3
CC(=O)Nc1ccc(CN2C(=O)C(Cc3ccccc3)ON=C2c2ncccc2C)cc1 (centres undefined) | i | 0 | 4 | -0.5 | -2 | -2 | 5 | -18 | -1
Cc1nc2ccc(C(=O)Nc3ccccc3Cl)cc2s1 | i | 1 | -2 | 0.5 | -3 | -2 | -2 | 3 | 2
O=C(c1ccc(S(=O)(=O)c2ccccc2)cc1)N1CCCCCC1 | i | 4 | -1 | 0.8 | -4 | -5 | -7 | -7 | -1
O=C(Nc1ccc(CSc2ccccc2)cc1)c1ccco1 | i | -7 | 1 | -0.8 | 5 | -5 | -9 | 34 | -3
O=C(OCc1cn([C@H]2C[C@H](c3ccccc3)N(CC3CCCCC3)C[C@@H]2O)nn1)c1ccccc1 | i | -4 | 4 | 0.2 | 14 | -1 | -1 | -1 | -2
COc1cc(C2C3=C(CC(C)(C)CC3=O)NC3=C2C(=O)c2ccccc23)ccc1O (centres undefined) | i | -13 | 10 | 1.6 | 3 | -4 | 14 | -1 | -6
CCN1CCS/C1=C/C=C/C1=[N+](CC)CCS1 | i | -24 | -12 | . | -13 | -8 | -18 | 0 | -10
Cn1cc(C(=O)N2CCN(c3cccc(Cl)c3)CC2)c(=O)c2cc(S(=O)(=O)N3CCOCC3)ccc21 | i | 12 | -2 | 0.3 | -1 | -2 | -8 | 6 | 0
Cc1nc2ccccc2n2c(-c3ccccc3)c3c(=O)n(C)c(=O)n(C)c3c12 | i | 5 | -4 | 1.4 | -5 | -2 | 5 | 20 | -1
Cc1ccc(N=C2NC(=O)/C(=C/c3cccn3C)S2)c(C)c1 | i | -5 | 1 | 0.6 | 7 | -1 | -1 | 7 | -1
CCN(c1ccccc1)S(=O)(=O)c1ccc2c(c1)CCCN2C(C)=O | i | -5 | 2 | -0.3 | -2 | -3 | -6 | -5 | 2
COc1cc(C(=O)NC(C)c2ccc(S(N)(=O)=O)cc2)ccc1OCC(=O)N1CCOCC1 (centres undefined) | i | 13 | 4 | -0.1 | -3 | -2 | -15 | 2 | 2
O=C(O)c1cccc(-n2cccc2/C=N/O)c1 | i | 10 | 7 | 0.4 | -8 | -4 | 2 | -20 | 2
COc1ccc(C(C)=O)cc1COC(=O)c1cc(C)nc2ccccc12 | i | -4 | 5 | -0.3 | 4 | 0 | 0 | 21 | -1
CCC(C)(C#CCN1CCCCC1)OC(C)=O (centres undefined) | i | 5 | -2 | 3.3 | -2 | -5 | -8 | 3 | 0
N#Cc1ccccc1S(=O)(=O)N1CCN(C(=O)C2CCC2)CC1 | i | 6 | 3 | -1.2 | -6 | -3 | -4 | 9 | 3
CC(C)(C)n1cn[nH]c1=S | i | -2 | 7 | -0.3 | -6 | -9 | 7 | -14 | 5
CC(C)C(NC(=O)C1CCCCC1)C(=O)N1CCN(c2ccc(F)cc2)CC1 (centres undefined) | i | 3 | 0 | -0.1 | -5 | 4 | 3 | 8 | 2
Cn1c(=O)[nH]c(NCCc2ccc(O)cc2)c([N+](=O)[O-])c1=O | i | 14 | -3 | 2.4 | -1 | -5 | -1 | 6 | -1
O=C(O)c1cccnc1SCc1cn2cc(Br)ccc2n1 | i | -6 | 5 | 2.0 | -5 | -5 | -8 | -2 | -1
COc1ccc(C(C)C)cc1-c1cc(C(=O)NCc2cccc(C(F)(F)F)c2)[nH]n1 | i | 21* | 1 | -1.0 | 16 | 1 | 0 | 14 | -6
N#Cc1ccc(NC(=O)CNc2cc(S(=O)(=O)N3CCOCC3)ccc2NCC2CCCO2)cc1 (centres undefined) | i | -12 | 5 | 0.3 | 5 | -3 | -6 | -3 | 1
COc1ccc(OC)c(Cc2cnc3nc(N)nc(N)c3c2C)c1 | i | -2 | -14 | -0.5 | -2 | -1 | -13 | 19 | -3
Cc1cc(NC(=O)c2cc3ccccc3o2)cc(C)c1OCC(=O)N1CCOCC1 | i | -6 | -2 | 1.5 | -2 | -2 | 3 | 3 | -1
CC(C)NCCCCOc1cccc(Br)c1 | i | 6 | 3 | -0.8 | -11 | -2 | -1 | 6 | -2
CCCNC(=O)c1oc2ccc3c(c2c1C)C(=O)CC(C)(C)O3 | . | 8 | 1 | 2.0 | -1 | -2 | 1 | -13 | 0
O=C(CS(=O)(=O)c1c[nH]c2ccccc12)N1CCCc2ccccc21 | i | -7 | 4 | -0.7 | -6 | -3 | -4 | 10 | 1
Cc1cc(C)c(C)c(S(=O)(=O)N2CCC(C(=O)N3CCCCCCC3)CC2)c1C | i | 9 | -5 | 0.1 | 19 | -3 | 0 | 10 | -3
CC/C(=N\NC(=O)c1nnn(-c2nonc2N)c1-c1cccs1)c1ccccc1 | i | 6 | 1 | 0.4 | -3 | 0 | -2 | 3 | -1
O=C(COc1ccc(Cl)cc1)Nc1c(-c2cccs2)nc2ccccn12 | i | -13 | 0 | 0.2 | 3 | -3 | -3 | 3 | 0
O=C1CCN(Cc2ccccc2)CCN1[C@H](COc1ccccc1)Cc1ccccc1 | i | 11 | 3 | -0.4 | 10 | -2 | 12 | -9 | -1
NC(=O)NCC1CC1 | i | -1 | 5 | -0.3 | -11 | -3 | -4 | 15 | 2
Cc1cccc(S(=O)(=O)NCCC(=O)OCC(=O)Nc2ccc(C#N)cc2)c1 | i | 6 | -3 | -0.3 | 0 | 0 | 7 | 1 | 1
COc1ccc(OC)c(/C=C(\NC(=O)c2ccccc2)C(=O)N/N=C/c2ccc(C)s2)c1 | . | -24 | -41 | 1.9 | 2 | -4 | -14 | 6 | 0
O=C(Nc1ccccc1C(=O)N1CCCCC1)c1cc(F)c(F)cc1Cl | i | -2 | -5 | -1.0 | 0 | -10 | 4 | -3 | -1
COCCN1CCN(c2c(C)c(C)nc3cc(-c4cccc(OC)c4)nn23)CC1 | i | 2 | 10 | 0.2 | -3 | -7 | -5 | -3 | 0

Single records, as listed above. Screens in order: Neddyl block, CendR NRP1 mod, MT1-MMP act inh, MsrA inh, FAS-TE inh, bovine MsrA act, E coli Lon inh, SKN-1 inh, Rin1-Abl PPI inh
Cc1cc(NC(=O)c2cc3ccccc3o2)cc(C)c1OCC(=O)N1CCOCC1 reads i, -6, -2, 1.5, -2, -2, 3, 3, -1
CC(C)(C)n1cn[nH]c1=S reads i, -2, 7, -0.3, -6, -9, 7, -14, 5
O=C(O)c1cccnc1SCc1cn2cc(Br)ccc2n1 reads i, -6, 5, 2.0, -5, -5, -8, -2, -1
Cc1cccc(S(=O)(=O)NCCC(=O)OCC(=O)Nc2ccc(C#N)cc2)c1 reads i, 6, -3, -0.3, 0, 0, 7, 1, 1

Next section
SMILES | Neddyl block | CendR NRP1 mod | MT1-MMP act inh | MsrA inh | FAS-TE inh | bovine MsrA act | E coli Lon inh | SKN-1 inh | Rin1-Abl PPI inh
O=C(CCC1CCCCC1)NCCN1C2=NC[C@H](Cc3ccccc3)N2C[C@H]1Cc1ccc(O)cc1 | i | 2 | -4 | -0.1 | 6 | -2 | -14 | 10 | 2
CN1CCN(C(=O)CCc2ncc(C(F)(F)F)cc2Cl)CC1 | i | -4 | -1 | 1.3 | -4 | 1 | -8 | -3 | 4
c1ccc(CCn2nnnc2C(c2cccnc2)N2CCOCC2)cc1 (centres undefined) | i | -10 | 1 | -0.5 | -2 | -4 | -7 | -2 | 1
COc1ccc(NC(=O)N2CCCCCC2)cc1OC | i | 0 | -2 | -0.1 | -7 | -4 | -10 | 6 | 0
CC(C)Oc1ccc(C(CC(=O)O)NC(=O)CSc2ncn[nH]2)cc1 (centres undefined) | i | 0 | -3 | -0.6 | -12 | -9 | -3 | -21 | 3
Cc1nc(NS(=O)(=O)c2cccc([N+](=O)[O-])c2)sc1C(C)(C)C | i | -4 | 4 | -0.7 | 40 | -4 | -1 | 9 | 3
C=CCN1CCN(C(=O)c2ccc3c(c2)OCO3)CC1 | i | 1 | -3 | 0.2 | -3 | -3 | 4 | 11 | 0
COc1ccc(NC(=O)CN(C)C(=O)c2c(C)nn(-c3ccccc3)c2Cl)cc1 | i | 0 | -1 | 1.6 | -7 | -4 | -3 | -2 | 2
CCC(C)n1c(SCc2ccc([N+](=O)[O-])cc2)nc2ccsc2c1=O (centres undefined) | i | 1 | -6 | 0.1 | 32 | -2 | -7 | 6 | -3
COCCCN(Cc1ccccn1)S(=O)(=O)Cc1ccccc1 | i | 3 | -2 | -0.5 | -1 | -4 | -14 | -12 | -1
COc1ccc(C(=O)Nc2ncc(C)s2)cc1S(=O)(=O)N1CCCC1 | i | -6 | 2 | -0.1 | -3 | -5 | 4 | -14 | -1
CCOC(=O)N1CCN(C(=O)c2ccccc2NC(=O)COc2ccccc2C)CC1 | i | -3 | 5 | 0.2 | 0 | -4 | 0 | 5 | 0
COC(=O)c1ccccc1NC(=S)NC(=O)COc1ccc(C(C)C)cc1 | i | -12 | 0 | 0.2 | -3 | -6 | -1 | -6 | -6
COc1ccc(S(=O)(=O)N2CCCCC2C(=O)O)cc1OC (centres undefined) | i | 13 | 6 | -1.2 | -11 | 0 | 2 | -4 | 2
CC(=O)Nc1ccc(S(=O)(=O)N(C)C2CCN(C)CC2)cc1 | i | 9 | 3 | -1.1 | -7 | -1 | -11 | 17 | 0
COc1ccc(-c2nn3c(=O)c(C)nnc3s2)cc1 | i | -8 | -5 | . | -4 | -3 | 1 | 7 | 1
Nc1nonc1-n1nnc(C(=O)N/N=C/c2cccnc2)c1CSc1ccccc1 | i | 6 | 7 | -0.3 | 3 | -3 | -8 | -3 | 2
CCc1ccc2oc(=O)cc(CN3CCN(Cc4ccccc4)CC3)c2c1 | i | -3 | -1 | 0.6 | 15 | -2 | 6 | 10 | -6
c1ccc(NC2=NCCN2CC2CCCCC2)cc1 | i | 3 | -3 | 0.9 | -11 | -5 | 6 | -3 | 5
O=C(c1cc(-c2ccncc2)nc2ccccc12)N1CCN(c2ccc(N3CCOCC3)nn2)CC1 | i | 11 | -4 | 0.3 | -2 | -2 | -5 | -5 | -4

Structural class: the entries above with a thiophene ring, fused or not.
SMILES | Neddyl block | CendR NRP1 mod | MT1-MMP act inh | MsrA inh | FAS-TE inh | bovine MsrA act | E coli Lon inh | SKN-1 inh | Rin1-Abl PPI inh
CC/C(=N\NC(=O)c1nnn(-c2nonc2N)c1-c1cccs1)c1ccccc1 | i | 6 | 1 | 0.4 | -3 | 0 | -2 | 3 | -1
O=C(COc1ccc(Cl)cc1)Nc1c(-c2cccs2)nc2ccccn12 | i | -13 | 0 | 0.2 | 3 | -3 | -3 | 3 | 0
COc1ccc(OC)c(/C=C(\NC(=O)c2ccccc2)C(=O)N/N=C/c2ccc(C)s2)c1 | . | -24 | -41 | 1.9 | 2 | -4 | -14 | 6 | 0
CCC(C)n1c(SCc2ccc([N+](=O)[O-])cc2)nc2ccsc2c1=O (centres undefined) | i | 1 | -6 | 0.1 | 32 | -2 | -7 | 6 | -3

Compounds were not picked by outcome (roughly 4.2% active in at least one column).
